sgs1 mgt1: NCI yeast anticancer drug screen, S. cerevisiae sgs1 mgt1 strain | hit rate 10% among 78,000 | % growth inhibition at 50 µM;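 also: 0% = growth of vehicle-only cultures of the same strain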
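This yeast growth screen uses a strain with defined DNA-repair lesions; compound-treated growth is compared with vehicle-treated growth.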
yeast mlh1 rad18: NCI yeast anticancer drug screen, S. cerevisiae mlh1 rad18 strain. hit rate 11% among 79,000. growth inhibition, % at 50 µM;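 also: 0% = growth of vehicle-only cultures of the same strain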
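Yeast w/ defined DNA-repair lesions; compound exposure; growth vs vehicle controls → % inhibition.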
bub3: NCI yeast anticancer drug screen, S. cerevisiae bub3 mutant strain. AID 167. growth inhibition, % at 50 µM. hit rate 9.9% among 78,000;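 also: 0% = growth of vehicle-only cultures of the same strain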
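Compounds were applied to a genetically altered yeast strain carrying a cell-cycle control defect. Growth inhibition was scored against vehicle-treated controls.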
yeast rad50: NCI yeast anticancer drug screen, S. cerevisiae rad50 strain; % growth inhibition at 50 µM; hit rate 10% among 79,000;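 also: 0% = growth of vehicle-only cultures of the same strain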
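Inhibition values express reduced yeast growth in compound-treated cultures relative to vehicle-treated controls.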
yeast cln2 rad14: NCI yeast anticancer drug screen, S. cerevisiae cln2 rad14 strain | % growth inhibition at 50 µM | hit rate 8.3% among 78,000 | AID 165;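 also: 0% = growth of vehicle-only cultures of the same strain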
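Yeast strain cln2 rad14, bearing defects in cell cycle control and DNA repair, serves as the test system; values reflect growth inhibition compared with vehicle.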
yeast mec2-1: NCI yeast anticancer drug screen, S. cerevisiae mec2-1 strain; hit rate 9% among 79,000; % growth inhibition at 50 µM; AID 157;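 also: 0% = growth of vehicle-only cultures of the same strain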
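mec2-1 yeast strain, carrying an alteration in DNA damage repair or cell cycle control, was exposed to compounds; growth inhibition was measured relative to vehicle-treated controls.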
* hit, by the source's call; . = no result given; ! = a repeat was not active. Rule as the data show it: active = growth inhibition above about 70%; inactive = the rest. An unsorted share of the library; 13% or so of the library scored in one or more.

Screens in order – sgs1 mgt1	yeast mlh1 rad18	bub3	yeast rad50	yeast cln2 rad14	yeast mec2-1
1) Clc1ccccc1C(c1ccccc1)(c1ccccc1)n1ccnc1
→ 99.6*	99.7*	99.6*	99.3*	99.2*	99.8*
2) COc1ccc(S(=O)O)cc1NC(C)=O
→ .	9.9	.	14.6	.	-27.9
3) CC(=O)N1CC=CCC1
→ -17.9	-2.9	-1.6	-16.6	-7.5	5.8
4) O=C1C=CC(=Nc2cccc3c(N=C4C=CC(=O)O4)cccc23)O1
→ 19.5	39.3	41.9	59.4	-8.3	44.6
5) O=c1oc2ccccc2c(O)c1C=NC(=S)c1ccncc1
→ -27.9	-25.5	-11.3	-30.6	24.9	-38.4
6) O=C1OC2CCCC2C12C(=O)O[C@@H]1CCC[C@@H]12 (mixture of isomers)
→ 14.8	8.3	6.0	-1.1	14.1	-10.0
7) Cc1cc(C)c(C(C=O)c2ccccc2)c(C)c1 (stereo not given)
→ 10.3	4.5	6.2	18.6	17.9	2.9
8) C=CCNC(=S)N(C)Cc1cccc(Cl)c1
→ 57.5	52.5	65.5	-1.0	-6.8	57.1
9) CCOc1ccc(/C=N/NC(=O)CCCCCCCCC(=O)N/N=C/c2ccc(OCC)c(OC)c2)cc1OC
→ -27.1	-8.3	-1.4	-25.6	-27.6	-5.1
10) NC(=S)N/N=C/c1ccccc1
→ 54.5	27.9	-3.9	9.6	-18.0	0.6
11) CCOC(=O)CCCl
→ -3.0	12.8	31.3	24.0	30.2	15.6
12) C(=N\c1oc(-c2ccccc2)c(-c2ccccc2)c1-c1ccccc1)/c1ccccc1
→ -4.8	6.2	4.2	14.4	14.3	-5.2
13) O=C(/C=C/c1ccc(O)cc1)c1cc(Cl)ccc1O
→ 92.4*	93.3*	96.5*	95.7*	94.2*	95.7*
14) COc1ccc(C(O)c2ccccc2C(=O)Nc2ccccc2)cc1 (stereo not given)
→ -18.2	-3.9	-3.4	-5.0	-21.9	-9.7
15) CCN1c2ccccc2CC(CCN(C(C)C)C(C)C)(C(N)=O)c2ccccc21 (stereo not given)
→ 24.8	-0.9	-3.1	40.9	21.3	4.9

6 compounds picked at random from those above:
Screens in order – sgs1 mgt1	yeast mlh1 rad18	bub3	yeast rad50	yeast cln2 rad14	yeast mec2-1
14) COc1ccc(C(O)c2ccccc2C(=O)Nc2ccccc2)cc1 (stereo not given)
→ -18.2	-3.9	-3.4	-5.0	-21.9	-9.7
2) COc1ccc(S(=O)O)cc1NC(C)=O
→ .	9.9	.	14.6	.	-27.9
12) C(=N\c1oc(-c2ccccc2)c(-c2ccccc2)c1-c1ccccc1)/c1ccccc1
→ -4.8	6.2	4.2	14.4	14.3	-5.2
3) CC(=O)N1CC=CCC1
→ -17.9	-2.9	-1.6	-16.6	-7.5	5.8
5) O=c1oc2ccccc2c(O)c1C=NC(=S)c1ccncc1
→ -27.9	-25.5	-11.3	-30.6	24.9	-38.4
4) O=C1C=CC(=Nc2cccc3c(N=C4C=CC(=O)O4)cccc23)O1
→ 19.5	39.3	41.9	59.4	-8.3	44.6

(next part)
Screens in order – sgs1 mgt1	yeast mlh1 rad18	bub3	yeast rad50	yeast cln2 rad14	yeast mec2-1
16) NCCS/C=C/C(=O)OCc1ccc(Br)cc1
→ -4.5	32.7	8.4	15.8	4.2	-12.8
17) O=P1(O)c2ccccc2-c2ccccc21
→ 13.4	16.4	1.3	14.6	21.1	-12.7
18) O=C1c2ccccc2C(=O)N1CN1CCN(c2ccc(F)cc2)CC1
→ -8.4	-33.5	0.2	-11.6	-10.2	-4.2
19) CC12CCC(=O)C=C1CCC1C2CCC2(C)C(C(=O)Cn3c(=O)[nH]cc(F)c3=O)CCC12 (stereo not given)
→ 25.9	11.0	6.5	19.9	8.8	1.9
20) CCCOC(=O)CCOC
→ 6.3	-0.1	21.9	12.6	20.8	3.1
21) c1ccc2c(c1)CCc1c-2n[nH]c1-c1[nH]nc2c1CCc1ccccc1-2
→ -1.3	-5.0	-26.2	-12.1	-21.9	-10.0
22) c1ccc([P+](CCC[P+](c2ccccc2)(c2ccccc2)c2ccccc2)(c2ccccc2)c2ccccc2)cc1
→ -8.8	2.5	1.8	-8.1	-34.5	-4.4
23) COC(=O)C1(OC(=O)Sc2ccccc2)CCN(C)CC1
→ -7.2	-25.1	-7.5	-19.8	15.4	-6.0
24) N=C(N)C1CN(CCc2cnc[nH]2)C(=O)NC1=O (stereo not given)
→ -27.1	-34.5	-26.4	-69.0	5.2	-19.0
25) CC(Nc1cccc(Cl)c1)c1ccncc1 (stereo not given)
→ -15.2	-11.4	24.6	4.0	-5.5	12.0
26) Cc1c(C)c2ccc(OCC(O)COC(C)C)c(C)c2oc1=O (stereo not given)
→ -2.1	-29.6	-1.9	-10.7	-6.0	-5.5
27) N.N.N.N.N.O=S(=O)([O-])S(=O)(=O)[O-].[Co+3]
→ 13.0	-9.0	-2.0	9.2	23.2	16.4
28) COC(=O)c1ccc(C(C)=O)cc1
→ -8.2	-2.1	-11.2	-0.8	-29.1	-5.8
29) CNCC(N)=O
→ 15.3	33.0	-2.4	-0.1	-3.0	6.0
30) COc1cc2oc3c(c(=O)c2c(O)c1/C=C/C(C)C)C(C=C(C)C)Oc1cc(O)ccc1-3 (stereo not given)
→ 7.0	-12.3	-11.9	9.2	8.2	9.3

Continuation:
Screens in order – sgs1 mgt1	yeast mlh1 rad18	bub3	yeast rad50	yeast cln2 rad14	yeast mec2-1
31) C/C(=N\NC(=S)Nc1cccc2cccc(S(=O)(=O)O)c12)c1ccccn1
→ -18.2	2.9	-7.4	3.4	-5.5	-0.3
32) COC(=O)[C@@]12OC[C@]34[C@H]([C@@H](O)[C@@H]1O)[C@@]1(C)C=C(OC5OC(CO)C(O)C(O)C5O)C(=O)[C@@H](C)[C@@H]1C[C@H]3OC(=O)[C@H](OC(=O)/C=C(\C)C(C)C)[C@@H]24 (stereo not given in full)
→ 64.7	54.7	58.6	53.1	53.7	44.6
33) O=C(O)Cc1ccc2c(c1)C(=O)C(=O)N2
→ 7.0	15.1	-18.7	18.6	-8.8	18.6
34) CC(=O)c1ccc(C)cc1C
→ 15.3	3.0	15.4	27.9	2.6	4.3
35) FC(F)(F)C1(C(F)(F)F)C2CCC3(CC(F)(F)C(F)(F)S3)C1C2 (stereo not given)
→ -4.2	30.6	7.7	-1.1	22.9	-27.9
36) O=C(O)C(Cc1cccs1)(Cc1cccs1)C(=O)O
→ -2.9	-2.2	-9.8	-9.0	-18.7	-4.6
37) Nc1cccc([N+](=O)[O-])c1N
→ -12.8	-14.0	-2.6	-5.5	4.1	-2.1
38) O=C(OCc1ccccc1)c1ccccc1-c1c2ccc(=O)cc-2oc2cc(OCc3ccccc3)ccc12
→ 40.9	26.1	21.3	33.4	23.6	18.0
39) c1ccc2c(c1)CNc1ccccc1-2
→ 83.5*	92.1*	85.5*	48.0	7.4	42.7
40) COc1cc(/C=C2/C(=O)N(C(=O)c3ccccc3O)N=C2C)ccc1O
→ -9.4	-13.9	1.6	-6.5	9.8	-10.3
41) CC(=O)/C=C/c1ccc(N(C)C)cc1
→ -0.3	10.8	3.0	12.2	-0.7	-6.1
42) CC(C)CC(Br)C(=O)NCC(=O)NCC(=O)O (stereo not given)
→ -5.3	-8.9	2.9	32.3	8.0	-17.1
43) O=S(=O)(CCNCCCCC1CCCCC1)SCCNCCCCC1CCCCC1
→ 55.1	47.0	98.8*	68.3	56.5	49.1
44) COc1ccc(OC)c(NC(=O)CCCC(=O)CC(=O)c2cccnc2)c1
→ -5.2	-8.6	-4.8	4.5	39.8	1.8
45) CN(C)CCCNC(=S)S
→ 5.2	-4.3	-22.1	-17.0	11.2	-28.6

The list goes on:
Screens in order – sgs1 mgt1	yeast mlh1 rad18	bub3	yeast rad50	yeast cln2 rad14	yeast mec2-1
46) CCOP(=O)(CC1OCC2(CO1)COC(CP(=O)(OCC)OCC)OC2)OCC (stereo not given)
→ -12.4	3.1	-1.6	15.6	6.8	-2.5
47) COc1cc(C=Nc2cc(Cl)c(N=O)c(Cl)c2)ccc1N(CCCCl)CCCCl
→ 40.8	12.3	2.2	33.4	-15.8	-13.0
48) O=Cc1c(-c2ccccc2)nnn1-c1ccccc1
→ 13.8	2.9	-35.6	2.2	-16.2	10.4
49) C=C(Cl)/C=N/C(=O)NC(O)C(=C)Cl (stereo not given)
→ -3.4	2.8	3.8	-1.4	-8.2	5.5
50) COc1nc2ccccc2nc1OC
→ -5.5	4.0	4.5	-14.1	-14.8	-8.8
51) Cc1cc(C)c2c(SCc3ccc(Cl)cc3Cl)nc(N)nc2n1
→ 45.9	44.8	7.1	31.8	-27.9	12.3
52) C=CCN(CC=C)/N=N/c1nc[nH]c1C(N)=O
→ 14.7	22.1	-5.5	28.1	5.8	8.6
53) O=C(C[n+]1cc(Br)cc(Br)c1)c1ccc2ccccc2c1
→ 7.7	43.6	20.2	27.2	11.8	3.5
54) Cc1ccc2c3nc4ccccc4c-3csc2c1
→ 99.4*	99.3*	99.2*	99.2*	99.0*	99.4*
55) NNC(=O)N/N=C(\CBr)c1ccc(Cl)cc1
→ 6.9	4.3	4.0	-2.4	-47.6	-0.5
56) COc1ccc(CCC2(C)OCC(CCl)O2)cc1 (stereo not given)
→ -4.3	-13.8	35.5	-13.6	28.1	0.1
57) COC(=O)c1cc(C(=O)OC)c(CC(=O)C(=O)Nc2ccc(Cl)c(C(F)(F)F)c2)nc1CC(=O)C(=O)Nc1ccc(Cl)c(C(F)(F)F)c1
→ -30.9	-17.9	12.2	-25.2	10.5	-30.2
58) NC(CCC(=O)NC(CSC(c1ccccc1)(c1ccccc1)c1ccccc1)C(=O)NCC(=O)O)C(=O)O (stereo not given)
→ 25.8	16.3	1.2	40.7	-16.9	7.0
59) CC(=O)c1c2ccccc2cc2ccccc12
→ 94.7*!	96.2*	95.6*	92.3*!	89.1*	96.5*
60) Cc1cc(N(C)c2ccccc2)nc(N(C)c2ccccc2)n1
→ -6.0	-61.5	-23.3	-24.4	-14.6	-16.6

More entries follow.
Screens in order – sgs1 mgt1	yeast mlh1 rad18	bub3	yeast rad50	yeast cln2 rad14	yeast mec2-1
61) Cc1c2cnccc2c(C)c2c1c1ccccc1n2Cc1ccccc1
→ 48.8	62.7	59.5	89.0*	28.4	25.5
62) CC(C)(C)CC(C)(C)c1cc2c(O)c(c1)Cc1cc(C(C)(C)CC(C)(C)C)cc(c1O)Cc1cc(C(C)(C)CC(C)(C)C)cc(c1O)Cc1cc(C(C)(C)CC(C)(C)C)cc(c1O)C2
→ 25.8	27.8	7.8	26.6	31.0	15.4
63) CCC[N+](C)(C)C
→ -1.1	-5.5	1.6	5.7	6.4	-28.2
64) COc1ccc(C)cc1S(=O)(=O)c1c(Cl)cccc1[N+](=O)[O-]
→ 2.2	-36.8	-1.3	-6.0	-20.5	-15.4
65) Cc1[nH]nc(C(F)(F)F)c1N=NN(C)C
→ 45.0	91.1*	99.5*	99.3*	99.1*	99.7*
66) Nc1ccc(Sc2nnc(N)s2)cc1
→ -53.1	-47.5	-31.4	-26.0	6.8	-16.6
67) NC(Cc1c(Br)[nH]c2ccccc12)C(=O)O (stereo not given)
→ -19.8	-6.2	-28.6	1.4	-5.8	-15.4
68) CCCCCCCCCCCCCCCC1=NN(c2nc3ccc(N)cc3s2)C(=O)C1
→ 28.9	21.9	5.7	44.5	2.0	0.3
69) CCCCC(CC(=O)O)c1ccc(Cl)cc1 (stereo not given)
→ 40.6	66.0	54.6	57.5	70.0*	60.7
70) CCOC(=O)C1=C(C)c2ccccc2OC1C(=O)O (stereo not given)
→ 16.8	-10.3	-13.1	4.5	-23.4	11.1
71) CC/C=C\CCCCCCO
→ -4.7	5.2	6.2	-19.1	10.8	-11.0
72) CC(C)C(=O)Nc1ccc(S(=O)(=O)Nc2ccc(N)cc2O)cc1
→ 25.1	-0.8	20.1	-6.8	1.2	6.6
73) O=C1c2ccccc2C(=O)N1O
→ 11.6	-5.6	-3.8	-5.3	-18.2	-5.8
74) CCc1nc(Nc2cccc(Cl)c2)c2cnn(-c3ccccc3)c2n1
→ -4.3	-6.8	14.7	-11.2	-48.4	-8.3
75) CCOC1OC(=O)c2cccc3ccc4cccc1c4c23 (stereo not given)
→ 15.3	1.5	32.2	8.3	2.2	1.1

High-throughput results deposited in PubChem by NCI.
